UHRF1 binding: UHRF1 methylated DNA binding inhibitors, primary screen, counter-screen for MBD2 inhibitor project, biochemical, TR-FRET, human UHRF1, single concentration; E3 ubiquitin-protein ligase UHRF1 (Homo sapiens), Q96T88; UHRF1 binding to methylated oligo; inhibition, % at 4.4 µM; 370,000 tested, 0.75% active; in the data active = inhibition above about 21%;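 note: UHRF1 SRA domain binding a hemimethylated CpG hairpin DNA probe; 0% = median of test compound wells and 100% = reference inhibitor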
Target sequence (Q96T88 whole entry, looked up, the tested form may be a part): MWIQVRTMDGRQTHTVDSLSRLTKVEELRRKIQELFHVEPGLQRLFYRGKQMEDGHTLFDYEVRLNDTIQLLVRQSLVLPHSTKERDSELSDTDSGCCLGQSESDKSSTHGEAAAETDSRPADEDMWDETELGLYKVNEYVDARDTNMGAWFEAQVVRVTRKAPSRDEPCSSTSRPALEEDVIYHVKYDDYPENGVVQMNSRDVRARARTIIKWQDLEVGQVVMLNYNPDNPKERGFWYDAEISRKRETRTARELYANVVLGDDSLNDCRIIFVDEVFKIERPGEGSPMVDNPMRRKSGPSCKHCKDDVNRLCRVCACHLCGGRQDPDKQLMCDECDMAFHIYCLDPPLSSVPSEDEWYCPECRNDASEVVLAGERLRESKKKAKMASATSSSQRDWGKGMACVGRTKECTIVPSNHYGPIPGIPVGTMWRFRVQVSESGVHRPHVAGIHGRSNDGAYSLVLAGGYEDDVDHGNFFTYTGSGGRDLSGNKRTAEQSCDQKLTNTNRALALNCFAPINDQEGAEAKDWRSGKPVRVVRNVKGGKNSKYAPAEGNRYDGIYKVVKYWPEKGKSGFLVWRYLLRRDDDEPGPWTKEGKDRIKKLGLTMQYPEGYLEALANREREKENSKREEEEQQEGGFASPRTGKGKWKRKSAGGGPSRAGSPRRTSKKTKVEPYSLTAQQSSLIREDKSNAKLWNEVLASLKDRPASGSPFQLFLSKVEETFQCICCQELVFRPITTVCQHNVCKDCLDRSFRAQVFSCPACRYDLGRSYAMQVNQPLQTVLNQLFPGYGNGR
KLK7 zymogen act: proKLK7 zymogen activators, primary screen, biochemical, fluorescence intensity; Kallikrein-7 (Homo sapiens), P49862; purified proKLK7, EDANS-DABCYL substrate fluorescence; 100% is mature enzyme control, 0% vehicle; activation, % at 7 µM; 370,000 tested, 0.9% active; AID 652039, 2013;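 active = activation above the mean of all tested compounds plus 3 SD, computed per campaign excluding outliers beyond control limits, cut at about 13% in these data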
Target sequence (P49862 whole entry, looked up): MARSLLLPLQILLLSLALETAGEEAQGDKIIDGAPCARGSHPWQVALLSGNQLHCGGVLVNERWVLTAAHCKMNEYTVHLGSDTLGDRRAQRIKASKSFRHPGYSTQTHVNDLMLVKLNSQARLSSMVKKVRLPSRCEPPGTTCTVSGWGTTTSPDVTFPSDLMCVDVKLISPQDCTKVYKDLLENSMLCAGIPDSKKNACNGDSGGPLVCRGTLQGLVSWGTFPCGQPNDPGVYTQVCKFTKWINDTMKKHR
DDE Tn6 FP inh: inhibitors of Tn6 peptide binding to fibrin DD(E), primary screen, biochemical, fluorescence polarization, human fibrin, Tn6 probe. AID 720509, 2013. inhibition, % at 8.3 µM. 370,000 tested, 0.21% active. Fibrin DD(E) TRITC-Tn6 fluorescence polarization displacement;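 active = inhibition above a per-campaign cutoff: mean of compounds within control limits plus 3 SD, cut at about 15% in these data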;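 note: 0% = median of all compound wells on the plate and 100% = blocking peptide control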
TCR-CD3 inh: inhibitors of human TCR-CD3 interaction, primary screen, biochemical, fluorescence, TAMRA-labeled TCR probe | 360,000 tested, 0.37% active | inhibition, % at 9.4 µM; in the data active = inhibition above about 19%;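 note: recombinant mutant TCR 2C K166C tagged with TAMRA read by polarization; 0% = receptor in buffer alone and 100% = receptor with positive control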
Tn7 DDE FP: inhibitors of Tn7 peptide binding to fibrin DD(E), primary screen, biochemical, fluorescence polarization, human fibrin, Tn7 probe. Fibrinogen beta chain (Homo sapiens), P02675. FP displacement of FITC-Tn7 peptide from fibrin DD(E); 0% = median of compound wells per plate. inhibition, % at 8.3 µM. 370,000 tested, 0.13% active. AID 720508, 2013;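 active = inhibition above the mean of compounds falling within the control limits plus 3 SD of them, cut at about 14% in these data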;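 note: 0% = plate median of compound wells and 100% = 10 µM Aha-Tn7 peptide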
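system = human fibrin DD(E) protein | quantity = DD(E) 2 µM final | medium = Tris/NaCl/CaCl2 buffer, pH 7.8 | also added = labelled Tn7 tracer, 0.1 µM | compound dosing = single point at 8.3 µM | timing = compound with protein 10 min, then 3 h after probe, room temperature | signal = FP measurement | benchmarks = Aha-Tn7 high control | repeats = one replicate per compound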
PRMT1 inh: PRMT1 methyltransferase inhibitors, primary screen, biochemical, fluorescence polarization | Protein arginine N-methyltransferase 1 (Homo sapiens), Q99873 | recombinant PRMT1, activity-based probe fluorescence polarization | inhibition, % at 2.79 µM | 370,000 tested, 1.3% active | AID 652257, 2013;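 active = inhibition above about 21% made by adding two undisclosed values, limit read from the data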
LEDGF integ inh: blockers of LEDGF/p75-dependent integrase strand transfer – biochemical, TR-FRET, high throughput, primary screen. HIV-1 integrase (with human LEDGF/p75). TR-FRET IN-LEDGF/p75 DNA integration, Eu/Cy5. inhibition, % at 3.7 µM. 370,000 tested, 0.64% active. AID 743269, 2014;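 active = inhibition above the screen-wide mean plus 3 SD, cut at about 13% in these data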;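 note: signal is the Cy5 over europium emission ratio at 671 and 618 nm; 0% = plate median of compound wells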
TDP2 absorb: human TDP2 enzyme inhibitors, primary screen, biochemical, epi absorbance, recombinant enzyme | Tyrosyl-DNA phosphodiesterase 2 (Homo sapiens), O95551 | T5PNP hydrolysis, p-nitrophenol absorbance 415 nm | inhibition, % at 12.8 µM | 370,000 tested, 0.34% active;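 active = inhibition above the mean of all tested compounds plus 3 SD, set per campaign, cut at about 25% in these data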;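 note: 0% = DMSO with enzyme and 100% = buffer with substrate but no TDP2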
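Read-out basis: percent inhibition. System: recombinant human TDP2. Buffer or medium: Mg2+-containing Tris-HCl buffer, pH 7.5. Repeats: single replicate. Timing: reaction 2 h, 37 °C. Benchmarks: high control without enzyme, low control DMSO plus TDP2. Probe or stimulus: 5 mM T5PNP. Doses: 12.8 µM only. Measured by: epi absorbance of p-nitrophenol freed from T5PNP by hydrolysis.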
SIAE primary: human SIAE inhibitors, primary screen, biochemical, fluorescence polarization, FP-Rh probe, 1536-well HTS; SIAE FP-Rh probe binding; Sialate O-acetylesterase (Homo sapiens), Q9HAT2; AID 1053197, 2014; 370,000 tested, 0.69% active; inhibition, % at 9.66 µM;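 active = inhibition above a cutoff: mean of compounds within the control limits plus 3 SD of those, cut at about 17% in these data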;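 note: 0% = plate median of compound wells and 100% = probe without SIAE protein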
MBD2 DNA inh: inhibitors of MBD2 binding to methylated DNA, primary screen, biochemical, TR-FRET, DNA-binding domain, human | 370,000 tested, 0.31% active | MBD2 binding to methylated oligonucleotide | inhibition, % at 4.4 µM | Methyl-CpG-binding domain protein 2 (Homo sapiens), Q9UBB5 | AID 686964, 2013; in the data active = inhibition above about 13%
Starred values were filed as active, the others as inactive; . = no result given.

Results follow in this order: Tn7 DDE FP, PRMT1 inh, MBD2 DNA inh, UHRF1 binding, KLK7 zymogen act, TCR-CD3 inh, SIAE primary, DDE Tn6 FP inh, TDP2 absorb, LEDGF integ inh
Cn1cc(S(=O)(=O)N2CCc3ccccc32)cc1C(=O)NC1CCCCC1
→ -1.4, 0.0, -5.1, -0.8, 4.6, 7.3, -1.9, 4.5, -5.5, 2.3
Cc1nc(-c2ccc(Cl)cc2)sc1C1(C)CC(c2cccc(Cl)c2)=NO1 (stereo not given)
→ 6.0, 1.8, -6.1, -0.5, 0.7, -2.8, -1.4, -10.5, 1.4, -1.9
CN(Cc1ccccc1)C(=O)Cn1c(=O)c2cccn2c2cccnc21
→ -5.9, -1.5, 0.6, -1.4, 0.4, -4.3, -2.5, -0.3, -1.6, 3.5
O=C(NCCNC(=O)c1cc(OCC(F)(F)F)ccc1OCC(F)(F)F)Nc1cccc(C(F)(F)F)c1
→ 4.5, 4.5, 4.3, 3.3, 0.3, -5.9, -23.4, 0.5, -7.7, 0.9
Cc1cc(C)c(N=Cc2c(O)c3ccccc3oc2=O)c(C)c1
→ 4.5, -0.9, 4.2, -2.8, 0.0, 4.4, 7.5, -0.3, 4.9, 0.6
CCN(CC)CP(=O)(c1ccccc1)c1ccccc1
→ -7.8, -3.2, -0.7, -4.8, 0.3, 1.9, 7.2, 5.3, -2.0, 2.1
CCCOc1ccc(-c2csc(NC(=O)CN3C(=O)CCC3=O)n2)cc1
→ -10.7, -2.2, 0.7, 0.2, -0.5, -0.4, -3.3, -6.1, -0.4, 1.3
COC(=O)C1CN(Cc2ccccc2)CCS(=O)(=O)N1Cc1ccccc1 (stereo not given)
→ -3.1, -3.0, -1.4, 2.1, -0.3, ., -2.5, -3.7, -3.3, 1.9
CCOc1cccc(C(=O)Nc2nc(-c3ccc(S(=O)(=O)N4CCOCC4)cc3)cs2)c1
→ -5.5, 0.1, -0.4, 0.7, -0.3, 0.7, 1.1, 3.5, 3.1, -0.4
Cc1cccc(C)c1NC(=O)C(c1cccc([N+](=O)[O-])c1)N(C)C(=O)c1ccccn1 (stereo not given)
→ -0.2, -1.1, -4.6, 0.7, -0.9, 3.6, -1.5, -1.6, -2.1, -3.8
O=C(CP(=O)(c1ccccc1)c1ccccc1)Nc1nc2ccc(Cl)cc2s1
→ 1.6, -4.0, 0.8, 6.5, 0.9, -7.9, -1.8, -0.6, 5.8, 1.9
CC(C)(C)c1ccc(C(=O)N2[C@H](COCc3ccccc3)C=CS2(=O)=O)cc1
→ 4.6, 4.5, -3.5, 1.4, -0.1, -2.9, -0.2, 1.6, -2.9, -0.1
O=C(Nc1nnc(S(=O)(=O)N2CCCCCC2)s1)c1ccccc1Cl
→ -2.1, 3.5, -1.4, 0.5, -0.3, -5.3, 3.7, -1.1, 7.6, -0.2
CC(C)C[C@@H](COCc1cccc(Cl)c1)N1CCN(C(=O)c2ccc(C(F)(F)F)cc2)CCC1=O
→ 9.3, 1.2, -0.3, 0.7, -0.1, -1.5, 2.6, 10.7, -10.2, -5.2
O=C(CCN1CCCCCC1)Nc1cccc(Cl)c1
→ 3.1, 0.3, -2.5, 0.8, 0.4, 3.0, -3.6, -1.1, -8.4, 2.5
COc1cccc(Cn2cnc3c(NS(=O)(=O)c4cccc(Cl)c4Cl)c(C)c(C)cc32)c1
→ 0.1, 2.5, 4.2, 4.3, 0.0, -3.3, -8.3, -1.9, 0.6, 0.3
COCCN1C(=O)Cc2c1nc(N)c1c(N)nc(N3CCN(c4ccc(F)cc4)CC3)c(C#N)c21
→ -6.7, 27.5*, -0.3, -6.8, -1.1, 10.6, 6.6, -2.5, 13.5, 0.8
COC(=O)C(Cc1ccccc1)P(=O)(c1ccccc1)c1ccccc1 (stereo not given)
→ 13.1, -1.8, 9.7, 17.6, 0.9, 6.1, 7.6, -4.0, 9.7, 1.4
Cc1cc(NS(=O)(=O)c2ccc(NS(=O)(=O)c3ccc(CC(C)C)cc3)cc2)nc(C)n1
→ -1.8, 5.3, 0.5, 1.6, 0.1, -7.9, 0.3, 2.2, -1.1, -4.2
Cc1cccc(OCC(O)Cn2c(=N)n(Cc3ccccc3)c3ccccc32)c1 (stereo not given)
→ 2.1, -3.8, -4.7, 0.2, 0.1, -7.6, -3.4, -6.8, -24.2, 3.1
O=C(COc1ccc(C(=S)N2CCC(Cc3ccccc3)CC2)cc1)N1CCOCC1
→ -2.0, 0.8, 3.4, -0.4, 1.1, -1.9, -0.3, -6.8, -5.1, 0.8
O=[N+]([O-])c1ccccc1S(=O)(=O)Nc1cccnc1
→ -8.4, -6.1, 0.1, 1.3, -0.4, 0.7, -8.2, 0.5, -19.0, 4.5
Cc1ccc(O)c(NC(=O)CSc2ccc(Cl)cc2)c1
→ 7.1, -0.5, -1.8, -1.1, -0.6, 1.3, 4.0, 1.9, 4.2, -1.8
CCCCNC(=O)C(NC(=O)c1ccc(=O)[nH]c1)C(=O)c1ccccc1 (stereo not given)
→ 0.5, 5.7, 0.4, 0.9, -0.2, -7.0, -0.1, 3.2, -3.6, -7.3
O=C(C1CC(c2ccccc2O)=NO1)N1CCc2ccccc2C1 (stereo not given)
→ -4.9, 2.9, 1.6, 7.0, -0.2, 4.1, -2.0, 0.5, 0.7, 5.4
NC(=O)COC(=O)c1ccc(Cl)c(S(=O)(=O)N2CCCCCC2)c1
→ 9.6, -4.4, -3.2, -2.7, 0.8, 5.6, 1.6, 6.6, 4.3, -1.9
Cc1ncc(C(O)c2ccccc2)n1Cc1ccccc1 (stereo not given)
→ 10.1, 5.9, 4.3, 1.3, 0.0, -9.1, -1.1, 4.0, -8.4, -2.5
O=C(N=Nc1c(O)[nH]c2ccccc12)c1cc(-c2cccs2)[nH]n1
→ 1.6, 7.7, -5.2, 1.7, -0.3, -8.3, -53.1, -7.8, -8.2, 0.3
COC(=O)c1cc(S(=O)(=O)NCc2ccc3c(c2)OCO3)c[nH]1
→ -0.8, 3.4, 3.2, 1.8, 0.0, -1.4, -3.5, 2.3, 3.4, 0.7
COc1cccc(CNS(=O)(=O)c2cn(C)cn2)c1
→ 2.5, 0.2, 1.3, -1.2, 0.6, -4.8, -4.0, -0.5, 2.0, 2.3
COc1ccc2sc(-c3ccccc3OC)c(-c3ccc(OC)c(F)c3)c2c1
→ 9.4, 1.8, 9.4, 11.2, -1.7, -5.2, -5.6, -13.4, -16.9, 1.6
Cc1c(Br)c([N+](=O)[O-])nn1CC(=O)Nc1c(C)n(C)n(-c2ccccc2)c1=O
→ 3.7, 1.7, 0.3, 1.5, 0.5, 2.8, -2.5, 0.6, 4.3, 4.2
CCOc1ccc(N(Cc2cc3ccc(C)cc3[nH]c2=O)S(=O)(=O)c2ccccc2)cc1
→ -2.8, -0.2, 0.4, 2.0, 0.0, -2.3, -20.0, 3.6, -7.3, -5.0
Cc1cccc(C)c1N(CC(=O)N1CCOCC1)S(C)(=O)=O
→ 10.9, -2.8, -4.8, -2.5, 0.8, 2.7, -3.7, 1.4, -2.9, -0.9
O=C(NCc1ccccc1Cl)NCc1ccccc1Cl
→ 0.7, 3.5, -5.2, 1.2, 0.3, -4.7, 0.6, 1.9, 2.1, -4.7
CC(=O)NC(c1ccc(C)cc1)c1cc(Cl)c2cccnc2c1O (stereo not given)
→ -6.0, -2.4, -5.6, -2.7, -0.5, -3.8, 20.0*, -3.3, -4.6, 0.3
O=C(NOCc1ccccc1)c1ccc(Cl)cc1Cl
→ -4.9, -7.6, -1.1, 1.1, -0.2, -2.4, -6.7, 5.1, -8.8, 3.7
CCOC(=O)[C@]12CCCC3=C1N(CCC3)C(=O)[C@@H](CC(=O)NCC13CC4CC(CC(C4)C1)C3)C2
→ 6.7, -3.6, -3.9, -0.2, 0.3, ., -1.2, -5.8, -3.0, 0.8
Cc1ccccc1-c1nc(S(=O)(=O)c2ccc(Br)cc2)c(NCc2cccnc2)o1
→ -0.3, 0.4, 0.8, -3.9, -4.2, 1.5, 1.1, 0.9, -10.8, 10.7
CCN(CC)S(=O)(=O)c1ccc(C)c(NC(=S)N2CCN(C/C=C/c3ccccc3)CC2)c1
→ 1.6, 2.7, 2.0, -1.8, 0.7, 4.8, 4.0, 8.7, -1.7, -1.0
CCN(Cc1ccccc1)C(=O)c1cc2c(OC)c(OC)c(OC)cc2[nH]1
→ 1.3, -0.9, 1.1, -2.5, 0.1, 6.4, 2.5, -1.8, -7.8, 4.5
COC(=O)/C=C/C(=O)Nc1cccnc1
→ -0.8, -0.7, 1.3, 1.9, 0.3, -0.3, -2.3, -0.7, -0.2, -2.1
Cc1ccc(N=C2S/C(=C\c3cn(CC(=O)O)c4ccccc34)C(=O)N2C)cc1
→ -0.3, 0.6, -10.6, -3.9, 0.2, 3.4, -4.5, -1.3, -12.1, 2.8
COc1ccc(CN(C)c2ccc(S(=O)(=O)N3CCN(C)CC3)cc2[N+](=O)[O-])cc1OC
→ 8.1, 4.4, 2.4, -3.7, 0.4, 10.5, 4.1, 2.9, -4.4, -1.4
O=C(OCC(=O)N1CCN(c2ccccc2)CC1)c1ncc(Cl)c(Cl)c1Cl
→ -3.0, 3.3, 6.4, 0.1, -0.4, -13.3, -4.9, -3.0, -6.2, -1.1
C#Cc1ccc([C@H]2C=C(C(=O)N3CCOCC3)O[C@@H](OCc3ccc(CO)cc3)C2)cc1
→ -8.5, 2.4, 1.9, -1.6, 0.2, 5.1, -2.0, -6.6, 7.4, 2.6
COc1ccc(N(CC(=O)Nc2ccc(S(=O)(=O)N3CCCCC3)cc2)S(C)(=O)=O)cc1OC
→ 0.9, -2.3, 2.4, -4.2, 1.1, 3.3, -3.2, -8.1, 6.6, 0.7
COc1ccccc1N1CCN(C(=O)c2ccc(CSc3ccccc3)cc2)CC1
→ 0.2, -0.4, 7.2, 3.9, 0.0, -8.9, 6.2, -3.8, -1.4, 2.7
CCN1C(=O)/C(=c2\o/c(=C3\C=Cc4ccccc4N3CC)c(=O)n2CC)SC1=S
→ -3.3, -1.9, -5.3, -5.3, 0.1, -1.1, 4.4, 3.6, -12.4, 1.3

Screens deposited in PubChem BioAssay by The Scripps Research Institute Molecular Screening Center.
